SENP7 inh: SENP7 protease inhibition; actives 1.5% (n = 330,000); recombinant SENP7, Z-RLRGG-aminoluciferin luminescence, 40 min; inhibition, % at 5 µM;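 active = inhibition above about 50% at the single test dose, limit read from the data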;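 also: plate controls were DMSO with enzyme for no effect and no enzyme buffer wells for full effect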
Apaf-1 inh: inhibitors of human Apaf-1 apoptosome; AID 489030; inhibition, % at 20 µM; reconstituted apoptosome caspase-3 activity, DEVD-Rh110 fluorescence; actives 0.71% (n = 330,000); O14727; active = inhibition of at least 40% at 20 µM;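 also: plate controls were DMSO wells for no effect and DEVD-CHO caspase inhibitor wells for full effect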
Target sequence (O14727 whole entry, looked up): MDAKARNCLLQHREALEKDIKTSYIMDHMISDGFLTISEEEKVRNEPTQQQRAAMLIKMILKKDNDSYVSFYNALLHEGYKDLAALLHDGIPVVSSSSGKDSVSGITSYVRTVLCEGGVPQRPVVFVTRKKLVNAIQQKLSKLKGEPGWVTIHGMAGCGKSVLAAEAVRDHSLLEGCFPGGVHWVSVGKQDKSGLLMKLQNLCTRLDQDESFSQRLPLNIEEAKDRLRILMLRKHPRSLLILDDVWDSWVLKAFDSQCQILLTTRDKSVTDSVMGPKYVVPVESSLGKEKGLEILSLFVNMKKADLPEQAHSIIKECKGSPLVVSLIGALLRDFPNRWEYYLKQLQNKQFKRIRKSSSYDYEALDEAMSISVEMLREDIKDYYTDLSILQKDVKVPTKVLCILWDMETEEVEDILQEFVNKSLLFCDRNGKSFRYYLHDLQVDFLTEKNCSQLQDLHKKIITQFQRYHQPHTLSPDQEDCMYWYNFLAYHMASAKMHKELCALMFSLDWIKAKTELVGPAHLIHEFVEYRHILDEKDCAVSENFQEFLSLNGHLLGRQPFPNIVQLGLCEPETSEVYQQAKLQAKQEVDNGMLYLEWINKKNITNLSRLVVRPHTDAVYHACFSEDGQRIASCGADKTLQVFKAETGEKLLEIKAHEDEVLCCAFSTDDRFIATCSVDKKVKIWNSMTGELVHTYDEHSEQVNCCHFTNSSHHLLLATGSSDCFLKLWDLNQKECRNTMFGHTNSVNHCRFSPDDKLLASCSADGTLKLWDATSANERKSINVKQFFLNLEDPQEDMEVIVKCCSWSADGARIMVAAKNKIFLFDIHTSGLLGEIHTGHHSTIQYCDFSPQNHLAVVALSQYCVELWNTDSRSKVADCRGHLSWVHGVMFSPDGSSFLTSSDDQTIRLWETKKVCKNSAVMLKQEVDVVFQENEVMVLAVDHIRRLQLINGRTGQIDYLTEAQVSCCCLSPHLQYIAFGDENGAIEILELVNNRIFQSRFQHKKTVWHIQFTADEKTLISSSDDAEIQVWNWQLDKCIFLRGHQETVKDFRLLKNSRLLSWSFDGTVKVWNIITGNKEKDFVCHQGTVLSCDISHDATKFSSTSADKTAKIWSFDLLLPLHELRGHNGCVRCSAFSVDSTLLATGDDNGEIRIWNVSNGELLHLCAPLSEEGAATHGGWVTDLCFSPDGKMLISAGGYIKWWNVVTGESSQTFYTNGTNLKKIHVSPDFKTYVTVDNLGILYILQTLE
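Material: reconstituted apoptosome with Apaf-1, cytochrome c, caspase-9, procaspase-3, dATP. Technique: Rh110 fluorescence intensity. Buffer or medium: pH 7.5 Hepes buffer with CHAPS, BSA, DTT. Times: 30 min plus 50 min, RT.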
PfG6PD inh: PfG6PD (Plasmodium falciparum) enzyme inhibition; PfGluPho enzyme, NADPH resazurin-diaphorase fluorescence; inhibition, % at 20 µM; actives 0.78% (n = 350,000); AID 504690;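 active = inhibition reaching at least a set limit at 20 µM in the primary screen, cut at about 59% in these data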;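 also: 0% = DMSO wells with substrate and 100% = DMSO wells lacking glucose-6-phosphate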
SENP8 block-1: inhibitors of human SENP8 protease; recombinant SENP8, Nedd8 substrate fluorescence; actives 0.64% (n = 360,000); Q96LD8; AID 602440; inhibition, % at 20 µM; in the data active = inhibition mostly above about 40%, no sharp cut-off; inactive = mostly below about 27%
SENP6 block: blocks the human protease SENP6. actives 1.8% (n = 330,000). inhibition, % at 10 µM. Q9GZR1. AID 2599. Recombinant SENP6 catalytic domain, aminoluciferin luminescence;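 active = inhibition above about 50% at the single tested dose, limit read from the data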;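 also: plate controls were DMSO wells with enzyme for no effect and DMSO wells lacking enzyme for full effect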
NALP3 yeast inh: inhibitors of NALP3 inflammasome in yeast; Yeast reconstituted NLRP3/ASC/caspase-1, beta-gal luminescence, 24 h; inhibition, % at 10 µM; actives 0.39% (n = 330,000); AID 2825;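 active = inhibition of 50% or more; inactive = inhibition below 50%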;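 also: plate controls were induced DMSO wells for no effect and uninduced yeast grown without galactose for full effect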
HKDC1 inh: inhibitors of human hexokinase HKDC1; inhibition, % at 20 µM; actives 0.16% (n = 340,000); AID 493160; Q2TB90; recombinant HKDC1, G6PDH/diaphorase resazurin coupled fluorescence;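 active = inhibition above about 35% when tested at 20 µM, limit read from the data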;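 also: plate controls were DMSO wells with enzyme for no effect and DMSO wells lacking enzyme for full effect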
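Test system: HK5 enzyme. Quantity: 5 µg/mL HK5 final. Reagent: glucose and ATP substrates. Schedule: 90 min reaction incubation at room temperature, dark. Technique: resazurin-to-resorufin fluorescence via G6PDH and diaphorase coupling, 525/613 nm. Control set: DMSO wells with and without enzyme mix.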
SENP1 inh: blocks the human SENP1 SUMO protease catalytic domain. AID 624204. actives 0.21% (n = 360,000). inhibition, % at 10 µM. recombinant SENP1 catalytic domain, CyPet-SUMO1-YPet FRET cleavage;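 active = inhibition at least 30% at 10 µM, raw YFP signal under a set limit, fluorescence ratio 0.5 to 1.5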;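 also: 0% = enzyme with DMSO and 100% = no enzyme wells; some results filed as inactive read as strong as hits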
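Material – human SENP1 catalytic domain · Input – SENP1 enzyme, 20 pM final · Compound dosing – single concentration of 10 µM compound, 0.5% DMSO final · Timing – enzyme reaction for 50 min at room temperature, dark · Measured by – FRET fluorescence in CFP and YFP emission channels · Control set – no-enzyme wells low, DMSO-plus-enzyme wells high control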
SENP8 block-2: SENP8 protease inhibition | Q96LD8 | purified SENP8, Z-RLRGG-aminoluciferin cleavage, luminescence | inhibition, % at 10 µM | actives 1.2% (n = 330,000) | AID 2540; in the data active = inhibition above about 50%
* marks the source's active call; other numbers are inactive results; . = not tested or not shown.

SMILES | SENP7 inh | Apaf-1 inh | PfG6PD inh | SENP8 block-1 | SENP6 block | NALP3 yeast inh | HKDC1 inh | SENP1 inh | SENP8 block-2
Cc1cc(C)nc(Nc2ccc(N3CCOCC3)cc2)n1 | 14 | -5 | 31 | 10 | -3 | 14 | -1 | 5 | -3
COc1cccc2c1N1C(=O)c3c(C(=O)O)cccc3C1CC2(C)C (stereo not drawn) | . | . | -1 | 11 | . | . | -3 | -1 | .
Cc1ccc(NC(=O)CCC(=O)NNC(=O)/C=C/C(=O)O)c(C)c1 | 1 | -6 | 1 | 12 | -9 | -5 | -7 | 0 | 8
CSc1nc2nc3c(cc2c(=O)[nH]1)C(O)Oc1ccc(C)cc1-3 (stereo not drawn) | -1 | 4 | -21 | -403 | -10 | 26 | -1 | -9 | -2
O=C(NCCc1ccccc1)C(c1ccncc1)N(C(=O)c1csnn1)C1CC1 (stereo not drawn) | 1 | -5 | 9 | 17 | -10 | -8 | 0 | -2 | -7
O=c1[nH][nH]c(=O)c(Cl)c1Cl | . | . | -2 | 5 | . | . | -1 | 0 | .
COc1ccccc1N1CCN(C(=O)CCS(=O)(=O)c2ccc3c(c2)oc(=O)n3C)CC1 | -7 | -10 | -4 | 11 | -12 | 8 | -2 | -1 | 0
O=C(O)c1ccc(-c2nc3ccccc3s2)o1 | 78* | -16 | -26 | -363 | 91* | 7 | 15 | -5 | 77*
CCOc1ccc(S(=O)(=O)N2CCC(C(=O)OCc3cccc(OC)c3OC)CC2)cc1 | -2 | 21 | 3 | -6 | 1 | 1 | 5 | 3 | -8
O=C(Nc1ccc(Cc2ccc(NC(=O)C3CC3)c(O)c2)cc1O)C1CC1 | -2 | 4 | 4 | 4 | -10 | 6 | 4 | -1 | -10
O=C(CSCc1ccccc1Br)NNC(=S)NCc1ccco1 | -2 | 10 | 20 | -2 | -7 | 33 | -2 | 0 | 1
COc1ccccc1CNc1ccccc1F | 4 | 5 | 13 | 8 | -11 | -4 | -7 | 3 | -1
COCc1c(C(=O)OCc2nc3ccsc3c(=O)[nH]2)oc2ccccc12 | 7 | 0 | -11 | 1 | -1 | 2 | 9 | -1 | -9
O=C1CC(C(=O)N2CCc3ccccc32)CN1c1cccc(C(F)(F)F)c1 (stereo not drawn) | 3 | 2 | 3 | 11 | -17 | 11 | -6 | 0 | -2
CCn1cnc2c1c(=O)n(CC(=O)NCC(C)C)c(=O)n2Cc1ccccc1 | 2 | -2 | -8 | -3 | 5 | 12 | -7 | -5 | -2

Compound profiles, from the list above:
Results for `COCc1c(C(=O)OCc2nc3ccsc3c(=O)[nH]2)oc2ccccc12` : SENP7 inh = 7; Apaf-1 inh = 0; PfG6PD inh = -11; SENP8 block-1 = 1; SENP6 block = -1; NALP3 yeast inh = 2; HKDC1 inh = 9; SENP1 inh = -1; SENP8 block-2 = -9
Results for `O=C(CSCc1ccccc1Br)NNC(=S)NCc1ccco1` : SENP7 inh = -2; Apaf-1 inh = 10; PfG6PD inh = 20; SENP8 block-1 = -2; SENP6 block = -7; NALP3 yeast inh = 33; HKDC1 inh = -2; SENP1 inh = 0; SENP8 block-2 = 1

Part of the list above, set out differently.
SMILES,SENP7 inh,Apaf-1 inh,PfG6PD inh,SENP8 block-1,SENP6 block,NALP3 yeast inh,HKDC1 inh,SENP1 inh,SENP8 block-2
COc1ccccc1CNc1ccccc1F,4,5,13,8,-11,-4,-7,3,-1
COCc1c(C(=O)OCc2nc3ccsc3c(=O)[nH]2)oc2ccccc12,7,0,-11,1,-1,2,9,-1,-9

The results go on.
SMILES | SENP7 inh | Apaf-1 inh | PfG6PD inh | SENP8 block-1 | SENP6 block | NALP3 yeast inh | HKDC1 inh | SENP1 inh | SENP8 block-2
CN1CCC(=NNC(=O)c2ccc(N(Cc3ccc(Cl)cc3)S(C)(=O)=O)cc2)CC1 | 0 | 10 | 5 | 5 | 7 | 20 | -3 | -4 | -1
Cn1nnnc1SCCNCc1ccccc1F | -12 | 1 | -5 | 0 | -13 | -6 | -8 | -1 | -16
O=c1oc2ccccc2n1Cc1cccc(C(F)(F)F)c1 | 7 | 7 | -7 | 22 | -20 | 20 | -3 | 2 | 0
CC(=O)Nc1cc2c(cc1C(=O)c1ccccc1)OCCO2 | -10 | 0 | -16 | 32 | -4 | -9 | 2 | 1 | -9
CCOC(=O)c1ccc(NC(=O)c2nc[nH]c2C(=O)N(C)Cc2ccccc2)cc1 | -1 | 22 | 2 | 3 | -1 | 11 | 0 | 4 | -1
C/C(N)=C(/C#N)C(=O)CSc1nnnn1-c1ccc(C)cc1C | 3 | -10 | -1 | 4 | 3 | 1 | 4 | -5 | 10
Cn1c(SCc2cccnc2)nc2cccnc21 | -6 | 8 | 14 | 16 | -26 | -4 | -1 | 0 | -12
CCOC(=O)CSc1nc(C)cc(C)c1C#N | 11 | 3 | 7 | -182 | -7 | -9 | -2 | -1 | 4
CC(=O)NCC(=O)OCC(=O)c1ccc(C)c(C)c1 | 3 | -12 | -3 | 6 | 4 | 9 | -13 | 1 | -5
COc1cc(CNC2CCCC2)cc(Cl)c1OCc1ccccc1F | -6 | -14 | 11 | 15 | -13 | 11 | 3 | 0 | -3
O=C(NCCCO)/C(=C\c1ccco1)NC(=O)c1ccco1 | -1 | -18 | 13 | 15 | -2 | 12 | -8 | -1 | -4
COc1cc(C(=O)N2CCN(C(=O)c3ccccc3)CC2)cc(OC)c1OC | 7 | -19 | 9 | 18 | -13 | 11 | -11 | -1 | 5
O=C(Cn1cncn1)NCc1cccc(OC(F)F)c1 | 5 | -4 | 3 | -3 | 8 | 22 | -10 | -3 | 1
O=[N+]([O-])c1ccccc1S(=O)(=O)Nc1ccc2c(c1)OCCO2 | -3 | -3 | -14 | 13 | 7 | 18 | 2 | -1 | -1
CCCc1cc(CN(C)C(=O)CC2C(=O)NCCN2Cc2ccccc2C)[nH]n1 (stereo not drawn) | -6 | 6 | 12 | -108 | 8 | 7 | 4 | -22 | -3
O=C(O)c1cccc(Nc2ccncc2[N+](=O)[O-])c1 | 6 | -1 | -2 | 15 | -3 | 16 | -3 | 2 | -3
CCn1c(=O)c(C(=O)Nc2nc3ccccc3[nH]2)c(O)c2ccccc21 | 7 | -13 | -8 | -183 | 1 | 19 | -6 | -26 | 6
COc1ccc(CNC2CC(C)N(C)CC2C)cc1OC (stereo not drawn) | -5 | -8 | -9 | 14 | -16 | 6 | -6 | 3 | 6
COc1ccc(Nc2nc(N)nc(CN3CCOCC3)n2)cc1 | -4 | -1 | 9 | 37 | -15 | 5 | -1 | -1 | -7
CC(C)CCNC(=O)CN(Cc1ccc2c(c1)OCO2)C(=O)CCC(=O)Nc1ccccn1 | 10 | 6 | 13 | 18 | 0 | 4 | -6 | 3 | -1
C=C(C)C(=O)NC1=NN(c2ccccc2)C(=O)C1 | -5 | 20 | -6 | 12 | -8 | 12 | 0 | 0 | -8
Cc1cc(C)nc(-n2nc(C)cc2NC(=O)CNC2CCCCC2)n1 | -7 | -4 | -6 | 18 | -20 | -5 | 1 | 1 | -1
O=c1[nH]c(-c2ccccc2)nnc1-c1ccccc1 | 15 | -6 | 4 | 18 | 21 | 4 | -5 | -1 | -2
COc1ccc(-n2c(=S)[nH]c3cc(C(=O)O)ccc3c2=O)cc1 | 4 | -1 | 6 | -66 | 7 | 14 | -7 | 1 | 0
Cc1cc(N2CCOCC2)n2nc(C(F)(F)F)c(-c3ccccc3)c2n1 | . | . | 6 | -273 | . | . | -7 | 0 | .
Nc1ccc2nn(-c3ccccc3)nc2c1 | 43 | 93* | -18 | -410 | 74* | 20 | 8 | -30 | 66*
COCCN(C(=O)CCC(=O)Nc1cccnc1)C(C(=O)NC1CCCCC1)c1ccccc1 (stereo not drawn) | -10 | 6 | -10 | 1 | 14 | -2 | -1 | -2 | -4
CCOC(=O)N1N=C(c2ccccc2)CC1(O)C(F)(F)F (stereo not drawn) | 11 | -7 | -12 | 7 | -6 | 10 | 5 | 1 | -16
c1ccc2c(c1)CCCN2Cc1nnc2n1CCCCC2 | 7 | -4 | 1 | -17 | 3 | 9 | -11 | -19 | -4
COc1ccccc1OCCC(=O)OCC(=O)NCc1ccccc1 | -1 | -3 | 10 | 6 | 7 | 5 | -14 | 4 | 0
O=C(C1COc2ccccc2O1)N1CCOCC1 (stereo not drawn) | -7 | 13 | 1 | 20 | -4 | 10 | -10 | 0 | -12
Cc1ccc(OCC(=O)Nc2cccc(C)n2)c(C)c1 | 65* | 12 | 6 | 0 | 74* | 30 | 0 | 1 | 45
CC1CCC(NC(=O)Cn2ncc3ccccc32)CC1 (stereo not drawn) | -12 | 6 | 2 | 2 | -13 | 2 | -6 | -9 | -9
CCOC(=O)C(CC)n1cnc2c(nnn2-c2ccc(C)cc2)c1=O (stereo not drawn) | 5 | -2 | -1 | 0 | -6 | 21 | -6 | 0 | 3
COC(=O)[C@@H](NCc1cccc(CN[C@H](C(=O)OC)C(C)C)c1)C(C)C | 5 | -2 | 1 | 18 | 12 | 11 | 0 | 0 | 4
CN(C)S(=O)(=O)Nc1ccccc1F | 4 | -1 | -3 | 10 | -6 | -5 | -4 | 0 | 7
CCOC(=O)Cc1csc(NC(=O)c2ccc3ccccc3n2)n1 | 2 | 18 | 19 | 8 | -3 | -19 | -1 | 0 | -7
COc1ccc(S(=O)(=O)N2CCC(O)(c3ccc4c(c3)OCO4)CC2)cc1 | -1 | -6 | -17 | 1 | 16 | 20 | 2 | 1 | 7
CCN(CC)CC(=O)n1c2c(c3ccccc31)CCCC2 | 7 | 4 | 9 | 11 | -3 | 15 | -7 | -1 | 0

Source: PubChem BioAssay (Sanford-Burnham Center for Chemical Genomics)
